USP2a block: USP2a (human) protease inhibition. Potency, µM (doses to about 38.3 µM), for inactives: top-dose activity change, negative = inhibition, actives largely listed as inhibitors. O75604. 330,000 compounds, 0.01% hits. USP2 core, Ub-CHOP2 coupled fluorogenic reporter, 485/531. AID 463254;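 further: potency means the concentration at half of the fitted maximal effect; plate controls were DMSO wells for no effect and full inhibition by NEM control for full effect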
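Cell-free coupled assay: 10nM USP2 core preincubated 30min RT with compound in Tris-HCl pH 8.0/CaCl2/CHAPS buffer, then 25nM Ub-CHOP2 and 25nM reporter substrate; fluorescence (Ex 485/Em 531) read after 60min RT, normalized to NEM inhibition, concentration-response curves fitted.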
PKM2 act: activators of human pyruvate kinase M2. P14618. purified PKM2, Kinase-Glo ATP luminescence, activation; response scale: 0% is enzyme alone, no compound. Potency, µM (titrated, usually from 57.5 µM), inactives show top-dose activation, most hits filed as activators. 260,000 compounds, 0.34% hits; further: potency means the concentration at half of the fitted maximal effect; on the % scale 0 is the no-effect control and ±100 the full control effect; nearly all actives have a fitted effect of over 55% in size
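Purified hPK-M2 (>95% pure) converted ADP (0.1 mM final) to ATP with 0.5 mM PEP in 50 mM imidazole pH7.2, KCl, MgCl2, Tween 20, BSA; 1 h at room temperature. ATP detected by Kinase-Glo luminescence.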
TSHR antag: antagonists of human thyroid stimulating hormone receptor. TSHR-expressing cells, TSH-stimulated cAMP HTRF, 2 h; hits give low values. activity change, negative = inhibition, % at 11.5 µM. 330,000 compounds, 0.2% hits;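 active means activity change below a set negative limit, meaning inhibition stronger than a set level, cut at about -70% in these data; inconclusive means activity change between two set negative limits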; further: on the % scale 0 is the no-effect control and ±100 the full control effect
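TSHR-expressing cells were treated with compounds, then stimulated with TSH at EC80 (4nM final) for 2 hours at 37 deg C. Cellular cAMP was measured by HTRF competition between lysate cAMP and cAMP-d2 for a cryptate-labelled anti-cAMP antibody.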
MBNL1 CUG block: inhibitors of human MBNL1 binding to CUG repeat RNA | TR-FRET MBNL1-His/biotin-(CUG)12 binding, 665/545 ratio | 280,000 compounds, 0.036% hits | Potency, µM (doses to about 57.5 µM), without a hit: top-dose activity change, negative = inhibition, actives largely listed as inhibitors; active means well fitted inhibition curve with a large enough effect in the signal ratio, with a control signal flat, not every such curve was filed as active; inconclusive means small, poorly fitted or top-dose-only effect, or effect the other way, or a change in a side signal; inactive means no such curve, though single readings can be large or run the other way; the % refers to the signal ratio; further: potency means the concentration at half of the fitted maximal effect; on the % scale 0 is the no-effect control and ±100 the full control effect
Target sequence (Q9NR56 whole entry, looked up): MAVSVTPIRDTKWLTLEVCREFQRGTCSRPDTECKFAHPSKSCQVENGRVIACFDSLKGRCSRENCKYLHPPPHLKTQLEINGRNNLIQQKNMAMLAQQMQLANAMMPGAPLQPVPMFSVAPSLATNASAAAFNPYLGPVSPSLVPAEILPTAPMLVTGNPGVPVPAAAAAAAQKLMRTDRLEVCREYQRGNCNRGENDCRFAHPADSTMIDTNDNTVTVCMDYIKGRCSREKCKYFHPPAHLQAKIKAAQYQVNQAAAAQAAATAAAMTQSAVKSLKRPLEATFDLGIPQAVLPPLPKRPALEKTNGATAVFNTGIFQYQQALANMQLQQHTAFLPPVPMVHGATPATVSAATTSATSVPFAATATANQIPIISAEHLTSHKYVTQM
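TR-FRET readout: Ex 340 nm, 665/545 nm emission ratio, normalized to buffer-only (basal) and MBNL1-(CUG)12 controls. Complex of MBNL1-His with Biotin-(CUG)12, compounds 92 nM–58 uM, incubated 60 min at room temperature.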
S-ASM inh: inhibitors of human secretory acid sphingomyelinase | P17405 | placental ASM, HMU-PC fluorogenic substrate, 60 min | Potency, µM (top dose mostly 57.5 µM), without a hit: at the highest dose activity change, negative = inhibition, usual class: inhibitors | 340,000 compounds, 0.006% hits | AID 504937; further: potency means the concentration at half of the fitted maximal effect
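Fluorogenic HMU-PC substrate (9 uM final) is turned over by placental ASM in 60 min at 37 C after a 10 min compound preincubation. Reaction ended by alkaline stop (pH 10), with fluorescence read at 386/447 nm.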
Mito fusion yeast: blocks mitochondrial division or promotes mitochondrial fusion; S. cerevisiae fusion-defective mutant growth rescue, CellTiterGlo 48 h; Potency, µM (top dose mostly 46.1 µM), inactives show at the highest dose growth rescue (activation), actives largely listed as activators; 320,000 compounds, 0.23% hits; AID 485298;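 further: potency means the concentration at half of the fitted maximal effect; % of control where 0% means no effect; nearly all actives have a fitted effect of over 45% in size; temperature-sensitive fusion mutants such as fzo1-1 at 37 °C on non-fermentable ethanol glycerol medium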
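Luminescent cell viability in 1536-well qHTS format served as the measure of rescued growth in ts fusion-mutant S. cerevisiae cultured on non-fermentable YPEG for 48 hours at 37C.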
Chronic BCR inh: blocks chronic active B-cell receptor signaling; Potency, µM (highest dose often 46.1 µM), for inactives: at the highest dose ratio change, negative = lower green/red ratio, hits mostly inhibitors; ABC-DLBCL IkBa-CBG/CBR reporter, luminescence ratio, 4 h; 340,000 compounds, 0.05% hits; AID 493014; active means well fitted inhibition curve with a large enough effect in the signal ratio, with a control signal flat, not every such curve was filed as active; inconclusive means small, poorly fitted or top-dose-only effect, or effect the other way, or a change in a side signal; the % refers to the signal ratio;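 further: potency means the concentration at half of the fitted maximal effect; plate controls were basal doxycycline-induced cells for no effect and cells given 10 µM MG132 for full effect; MG132 reads +100%, hits lower the ratio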
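Compounds up to 46 uM were incubated four hours with TMD8 cells whose green CBG68 luciferase is fused to IkappaBalpha; red CBR luminescence normalised the signal, and concentration-effect curves were fitted to fusion, red and ratio data.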
GALK inhibitor: blocks human galactokinase activity | P51570 | Purified GALK, Kinase-Glo residual ATP luminescence | AID 1868 | 270,000 compounds, 0.007% hits | Potency, µM (series often up to 57.5 µM), for inactives: at the top dose activity change, negative = inhibition, actives largely listed as inhibitors; further: potency means the concentration at half of the fitted maximal effect; on the % scale 0 is the no-effect control and ±100 the full control effect
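Quantitative HTS: GALK 5 nM, ATP 35 uM, galactose 100 uM, 1 h room temperature, then luciferase-based ATP detection.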
Menin-MLL TR inh: inhibitors of human menin-MLL interaction, mutant MLL peptide; Menin + Texas Red MLL mutant peptide, fluorescence polarization; Potency, µM (top dose mostly 61.6 µM), without a hit: at the top dose FP activity change, negative = inhibition, hits mostly inhibitors; 270,000 compounds, 0.23% hits; AID 1768; active means well fitted inhibition curve with a large enough effect in the polarisation, with a control signal flat, not every such curve was filed as active; inconclusive means small, poorly fitted or top-dose-only effect, or effect the other way, or a change in a side signal; inactive means no such curve, though single readings can be large or run the other way; the % refers to the polarisation; further: potency means the concentration at half of the fitted maximal effect; % of control where 0% means no effect; many of its hits are not listed in these tables
Target sequence (O00255 whole entry, looked up): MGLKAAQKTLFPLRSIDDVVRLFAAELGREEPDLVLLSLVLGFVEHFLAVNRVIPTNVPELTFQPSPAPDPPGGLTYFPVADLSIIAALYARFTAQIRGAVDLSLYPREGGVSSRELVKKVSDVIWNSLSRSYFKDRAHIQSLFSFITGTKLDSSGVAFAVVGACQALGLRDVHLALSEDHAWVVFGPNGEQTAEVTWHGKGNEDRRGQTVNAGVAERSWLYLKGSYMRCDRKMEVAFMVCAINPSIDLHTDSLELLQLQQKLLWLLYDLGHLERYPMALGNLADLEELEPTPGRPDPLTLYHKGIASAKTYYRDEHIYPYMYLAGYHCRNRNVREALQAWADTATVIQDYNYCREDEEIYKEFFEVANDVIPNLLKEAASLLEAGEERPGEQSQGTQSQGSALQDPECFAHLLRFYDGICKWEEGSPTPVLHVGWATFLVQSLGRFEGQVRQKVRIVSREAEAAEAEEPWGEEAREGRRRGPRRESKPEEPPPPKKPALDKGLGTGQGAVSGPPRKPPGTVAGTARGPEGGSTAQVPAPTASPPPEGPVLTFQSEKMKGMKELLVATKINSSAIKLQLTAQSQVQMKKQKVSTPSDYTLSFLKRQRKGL
Eya2 phos inh: Eya2 (human) phosphatase inhibition; O00167; recombinant Eya2, OMFP fluorescence dephosphorylation (OMFP is methylfluorescein phosphate); Potency, µM (top dose mostly 76.9 µM), for inactives: at the top dose activity, negative = inhibition, most hits filed as inhibitors; 330,000 compounds, 0.006% hits; further: potency means the concentration at half of the fitted maximal effect; on the % scale 0 is the no-effect control and ±100 the full control effect
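Eya2 (0.2 uM) preincubated 10 min at ambient with compound, then OMFP substrate added at 50 uM; 10 min reaction in 50 mM HEPES pH 7.5, 50 mM NaCl, 5 uM MgCl2, 0.05% BSA, 1 mM DTT. Fluorescence read at Ex 485/Em 525 nm.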
KCNH2 WT inh: inhibitors of human wildtype KCNH2 potassium channel; Q12809; U2OS, BacMam KCNH2, thallium flux FluxOr; hits give low values; activity change, % at 1.84 µM; 340,000 compounds, 0.37% hits;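 active means maximum activity change below -70%; inconclusive means maximum activity change between -70% and -50%; inactive means maximum activity change above -50%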; further: on the % scale 0 is the no-effect control and ±100 the full control effect
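U2OS cells were transduced with wild-type KCNH2 virus (2.03 x 10^8 / mL) for 4 h at room temperature, then cultured overnight at 37 C. Thallium flux was read with FluxOr dye. Rate constants were normalized to DMSO controls.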
An asterisk follows results filed as active; i = inactive; ? = inconclusive; . = no result given; [ ] = dose if it differs, or a comment. Unless noted, the call rests on the fitted dose curve; in most records, active means well fitted curve in the direction sought with a large enough effect; inconclusive means small, poorly fitted or top-dose-only effect, or another doubt; inactive means no such curve, though single readings can be large; an effect the other way counts as inactive or inconclusive. This is a subset; rates above refer to the full screens.

SMILES,USP2a block,PKM2 act,TSHR antag,MBNL1 CUG block,S-ASM inh,Mito fusion yeast,Chronic BCR inh,GALK inhibitor,Menin-MLL TR inh,Eya2 phos inh,KCNH2 WT inh
COc1cccc(C(=O)C[n+]2ccccc2/C=N/O)c1,3.7%,7.3%,22.4,19.0%[11.5 µM],17.1%,-22.7%,6.2%,.,0.3%,4.6%,-17.0
COc1cc(/C=C2/C(=N)N3OC(C)=CC3=NC2=O)ccc1OC(=O)c1ccco1,-2.9%,2.6%,-4.7,.,15.4%,-3.4%,-1.4%,-0.3%,9.7%,-4.2%,-3.0
Cc1ccc(C)c(CSc2nnc([C@@H](N)C(C)C)o2)c1,-1.0%,-6.1%,-0.5,1.8%,-3.4%,-1.3%,-0.4%,2.6%,0.7%,-8.2%,27.1
Cc1ccc(-n2c(CNC(=O)c3cccs3)nnc2SCC(=O)NO)cc1,3.3%,-2.7%,5.0,-3.0%,-0.9%,-0.8%,1.1%,13.3%,-8.6%,2.9%,-11.7
COc1ccc(NC(=O)C(Cl)=C(Cl)Cl)cn1,3.7%,-0.2%,-6.0,-0.4%,0.6%,-3.3%,?,0.6%,2.5%,14.7%,4.0
CC(=O)N(Cc1ccccc1)c1nc(-c2ccccc2)cs1,-5.5%,-13.3%,9.9,7.8%,-12.4%,16.9%,?,5.8%,31.5%[activator],-13.4%,5.2
CN(Cc1ccc(Cl)cc1)C(=O)c1ccc2ccccc2n1,-0.4%,.,1.7,2.8%,?,12.0%,-8.5%,4.8%,-20.3%,6.0%,-11.8
COc1ccc(NC(=O)COc2ccc(C)c(C)c2)cc1S(=O)(=O)N1CCCCC1,-1.6%,.,-22.7,.,-0.3%,21.6%,3.2%,.,.,-27.7%,1.8
CCCCOc1ccc(/C=N/NC(=O)c2csc(C)c2C)cc1,-0.3%,0.1%,2.3,-0.1%,-3.3%,0.4%,-35.0%,-2.7%,3.8%,23.1%,3.8
COC(=O)c1sccc1NC(=O)c1cc(-c2cccc(C)c2)nc2ccccc12,2.8%,-3.2%,-5.8,6.9%,-3.3%,3.0%,-0.5%,-0.7%,-4.6%,28.7%,-0.6
O=C1NC(NS(=O)(=O)c2ccccc2)(C(F)(F)F)C(=O)N1c1ccc(F)cc1 (stereo not drawn),0.7%,-2.6%,18.6,-24.1%,0.6%,1.4%,-13.3%,-0.2%,2.7%,-2.5%,-2.0
CCn1c2ccccc2c2cc(C3C(C#N)=C(N)OC4=C3C(=O)CC(C)(C)C4)ccc21 (stereo not drawn),0.0%,-2.1%,-0.7,3.0%,.,-5.1%,0.5%,-0.8%,-12.7%,-7.6%,.
Cc1[nH][nH]c(=O)c1C(c1c(C)[nH][nH]c1=O)c1cn(Cc2cccc3ccccc23)c2ccccc12,4.1%,6.3%,-0.5,12.3%,-23.7%,11.9%,?,.,?,2.8%,-5.0
Cc1cccc(-n2c(-c3csc4ccccc34)n[nH]c2=S)c1,1.4%,-10.7%,-7.7,-7.7%,-2.4%,10.1%,-5.1%,1.1%,-11.6%,0.3%,4.2
O=C(O)c1ccc2c(c1)C(=O)N([C@H](Cc1ccccc1)C(=O)O)C2=O,-2.2%,.,43.1,.,.,1.6%,?,.,-1.3%,-10.3%,.
CCOc1ccc(N(CC(=O)NN=C2CCN(C)CC2)S(C)(=O)=O)cc1,3.3%,4.7%,36.7,.,0.0%,-2.9%,-10.6%,2.2%,-0.8%,5.5%,-14.1
O=C(CC1Nc2ccccc2NC1=O)Nc1ccccc1 (stereo not drawn),-2.3%,-0.7%,3.0,10.0%,49.5%[activator],-3.6%,?,-0.5%,19.8%,6.9%,-11.3
CCCCC(CC(O)COCC(C)C)C(=O)NN (stereo not drawn),0.5%,17.7%,3.7,-1.3%,-1.2%,11.9%,-7.8%,3.2%,-13.6%,-3.7%,6.9
CSc1nnc(-c2ccc(S(=O)(=O)N3CCCCC3)cc2)o1,1.7%,-1.9%,18.0,-2.6%,0.7%,17.2%,1.4%,0.1%,3.3%,-1.1%,?
CCOc1ccc(OCC)c(NS(=O)(=O)c2cccc3nsnc23)c1,2.9%,-2.4%,-21.8,?,2.7%,?,8.1%,0.8%,-9.2%,-4.5%,-1.7
Cc1ccccc1NC(=O)c1ccc(CN(c2ccccc2)S(=O)(=O)c2ccccc2)cc1,-2.4%,-11.2%,-2.4,-5.0%,-0.9%,26.5%,3.7%,-1.2%,-11.5%,5.8%,-1.7
Cn1c(=O)c(C(=O)NCc2ccc(Cl)cc2)c(O)c2ccccc21,0.9%,-1.0%,4.2,-5.2%,-1.2%,2.4%,-0.3%,-6.9%,?,10.7%,0.3
CCN(C(=O)c1cc(S(=O)(=O)N2CCc3ccccc32)cn1C)c1ccccc1,1.8%,1.0%,-10.3,-3.5%,-3.2%,-5.1%,3.3%,.,-11.3%,-9.4%,3.1
Oc1ccc(N2CCN(C(=S)NCc3ccccc3)CC2)cc1,11.2%,-7.5%,-10.2,-1.0%,-4.1%,0.6%,2.2%,-0.1%,?,9.5%,7.9
CCOC(=O)c1sc(NC(=O)CSc2nc3c(cc2C#N)CCCCC3)c(C#N)c1C,4.9%,-1.5%,-8.8,1.0%,-0.1%,4.1%,4.4%,2.6%,?,-6.5%,-6.4

New compounds follow.
SMILES,USP2a block,PKM2 act,TSHR antag,MBNL1 CUG block,S-ASM inh,Mito fusion yeast,Chronic BCR inh,GALK inhibitor,Menin-MLL TR inh,Eya2 phos inh,KCNH2 WT inh
COc1cc(/C=C2\N=C(c3ccccc3)OC2=O)ccc1OC(C)=O,-0.1%,-0.7%,21.6,?,7.2%,5.0%,5.1%,3.1%,14.7%,2.7%,-20.6
CCCCN1C(Nc2ccccc2)=NC[C@@H]1C,1.0%,.,-10.8,.,6.9%,7.5%,0.9%,.,.,-6.5%,-0.3
O=C(c1ccco1)N1N=C(c2ccc3nccnc3c2)CC1c1ccccc1 (stereo not drawn),-0.4%,2.8%,-2.6,?,-5.2%,20.6%,?,-0.9%,-0.4%,-12.1%,2.3
Cc1ccccc1/C=C/c1nc2ccccc2c(=O)[nH]1,-1.7%,1.0%,-7.0,.,1.7%,-0.1%,?,-0.9%,.,-15.8%,0.3
COc1ccc(C2(c3ccc(OC)cc3)NC(=O)N(CC(=O)NC3CCCC3)C2=O)cc1,-1.3%,.,5.3,.,.,-3.7%,-1.0%,.,.,-22.2%,6.2
COc1ccc(-n2cnc3sc4c(c3c2=O)CCCC4)cc1,0.2%,-0.3%,-5.0,-3.8%,-2.6%,0.8%,1.7%,7.5%,-3.6%,9.1%,i
CCc1ccc(C(=O)COC(=O)CCc2nc3ccccc3c(=O)[nH]2)cc1,4.3%,1.4%,-5.2,?,0.7%,0.2%,4.2%,1.3%,-12.1%,4.3%,8.3
Cc1nccn1CC(=O)N/N=C/c1cccc(O)c1,5.1%,4.2%,7.1,.,2.5%,-4.6%,1.5%,-1.0%,-10.3%,3.4%,7.7
COc1ccc(CCC(=O)Nc2ccc(S(=O)(=O)N3CCCC3)cc2)cc1OC,2.9%,.,1.2,.,4.9%,2.2%,-1.9%,.,.,-9.0%,3.1
CN(C)c1ccc(NC(=O)CN2C(=O)c3ccccc3C2=O)cc1,1.8%,-28.2%,-7.4,11.0%,-1.8%,-1.2%,0.2%,3.5%,-10.2%,1.1%,-18.5
Cn1c2ccccc2c(=O)c2ccc(C#Cc3ccccn3)cc21,0.7%,0.4%,40.9,?,338.0%[activator],-3.1%,10.9%,.,-1.5%,-4.7%,-6.8
Cc1nc2ccccc2c(=O)n1NCc1cc(Br)cs1,1.0%,2.7%,-11.6,9.6%,0.0%,13.7%,7.5%,-0.2%,-3.1%,-4.9%,-6.2
CCc1nnc(NC(=O)COc2ccc(N(C)S(=O)(=O)c3ccc(C)cc3)cc2)s1,1.5%,0.4%,10.8,-4.9%,1.0%,0.9%,?,-0.6%,30.9%[activator],6.5%,7.9

Assay outcomes (PubChem)
